SMARCA2 act = increases SMARCA2 function in MMTV reporter cells; MG213 cells, MMTV-luciferase reporter, dexamethasone, overnight; activation, % at 9.1 µM; actives 1% (n = 370,000); AID 652017; in the data active means activation above about 7.8%;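 further: 0% = vehicle wells and 100% = reference activator wells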
MBD2 DNA inh = blocks human MBD2 binding to methylated DNA. Q9UBB5. TR-FRET, MBD2 binding to methylated oligonucleotide. inhibition, % at 4.4 µM. actives 0.31% (n = 370,000). AID 686964; in the data active means inhibition above about 13%
Target sequence (Q9UBB5 whole entry, looked up): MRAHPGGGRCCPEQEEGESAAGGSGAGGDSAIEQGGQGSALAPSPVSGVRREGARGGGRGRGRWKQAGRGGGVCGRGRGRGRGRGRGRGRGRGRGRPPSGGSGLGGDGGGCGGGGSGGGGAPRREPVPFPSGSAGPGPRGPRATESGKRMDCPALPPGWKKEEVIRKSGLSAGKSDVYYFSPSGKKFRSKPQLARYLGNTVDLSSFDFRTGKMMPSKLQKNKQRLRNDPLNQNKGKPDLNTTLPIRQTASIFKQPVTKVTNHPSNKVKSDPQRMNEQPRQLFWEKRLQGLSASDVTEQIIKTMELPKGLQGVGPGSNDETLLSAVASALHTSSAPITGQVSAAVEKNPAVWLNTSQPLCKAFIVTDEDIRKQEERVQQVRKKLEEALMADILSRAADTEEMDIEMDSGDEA
hcDAF12 agonist = activates DAF-12 receptor from parasite H. contortus; actives 1.4% (n = 370,000); HEK293 hcDAF-12 lit1-tk-luc reporter, luminescence; 0% DMSO, 100% Δ7-dafachronic acid; activation, % at 6.8 µM; AID 652067;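 active means activation above the mean of all tested compounds plus 3 SD, cut at about 5.5% in these data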;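 further: 100% = response to 3 µM Δ7-dafachronic acid high control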
DAX1 inh-1 = inhibitors of DAX1 repression of SF-1 activated StAR promoter; HEK293T StAR-luciferase reporter, SF-1/DAX-1 repression relief; inhibition, % at 6.8 µM; actives 1.1% (n = 370,000); AID 652010;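 active means inhibition above the mean over all tested compounds plus 3 SD, cut at about 3.6% in these data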;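 further: 0% = DAX-1 cells with DMSO and 100% = cells lacking DAX-1 with DMSO; higher inhibition means more luminescence from relief of DAX-1 repression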
hgDAF-12 ag = activates the H. glycines DAF-12 receptor ligand-binding domain | actives 1.8% (n = 370,000) | HEK293 GAL4-hgDAF12 UAS-luciferase reporter, agonist luminescence; normalized to butyrate control | activation, % at 6.8 µM;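 active means activation above a cutoff set at the mean of all screened compounds plus 3 SD, cut at about 10% in these data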;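 further: 0% = DMSO wells and 100% = sodium butyrate wells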
ADAM17 inh = ADAM17 inhibition, QFRET primary screen; P78536; actives 0.83% (n = 370,000); recombinant ADAM17, EDANS/DABCYL FRET peptide cleavage; AID 720648; inhibition, % at 6.95 µM;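 active means inhibition above the mean of compounds lying between control limits plus 3 SD, set per campaign, cut at about 8.5% in these data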;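 further: 0% = DMSO-only wells as the low control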
ssDAF12 agonist = S. stercoralis DAF-12 activation, primary screen; actives 1% (n = 370,000); HEK293 ssDAF-12/GRIP1 lit1-tk-luc reporter, luminescence; % of 3 µM dafachronic acid response; activation, % at 6.8 µM;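 active means activation above the mean over all tested compounds plus 3 SD, cut at about 0.9% in these data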;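 further: 0% = DMSO-only wells and 100% = 3 µM delta7-dafachronic acid wells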
PLCb3 inh = inhibitors of human phospholipase C beta3. Q01970. Purified PLC-beta3, fluorogenic substrate, fluorescence. inhibition, % at 12.2 µM. actives 0.18% (n = 370,000); in the data active means inhibition above about 11%;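 further: 0% = median of compound wells on plate and 100% = full blocker control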
Rev-erbA mod = modulators of human Rev-erb alpha DNA binding | P20393 | Rev-erbα–FITC-DNA binding, fluorescence polarization, 90 min | activity, % at 10 µM | actives 0.79% (n = 370,000) | AID 1259318;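 active means activity above about 14%, limit read from the data; passing the limit was not always enough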;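 further: 0% = DMSO wells with 35 nM protein and 100% = DMSO wells with 750 nM protein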
PLCg1 inh = inhibitors of human phospholipase C gamma1; P19174; purified PLC-gamma1, fluorogenic substrate, fluorescence; inhibition, % at 12.2 µM; actives 0.84% (n = 370,000); AID 720700; in the data active means inhibition above about 9.5%
DAX1 inh-2 = inhibitors of human orphan nuclear receptor DAX1 (NR0B1). P51843. inhibition, % at 6.75 µM. actives 0.99% (n = 340,000). AID 504766. HEK293 Gal4-DAX1 luciferase reporter, luminescence;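 active means inhibition above the mean over all tested compounds plus 3 SD, cut at about 4.2% in these data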;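 further: 0% = DAX1-transfected cells with DMSO and 100% = empty-vector control cells with DMSO; inhibition shows as a rise in luminescence from relieved DAX1 repression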
Target sequence (P51843 207-470 limits assumed): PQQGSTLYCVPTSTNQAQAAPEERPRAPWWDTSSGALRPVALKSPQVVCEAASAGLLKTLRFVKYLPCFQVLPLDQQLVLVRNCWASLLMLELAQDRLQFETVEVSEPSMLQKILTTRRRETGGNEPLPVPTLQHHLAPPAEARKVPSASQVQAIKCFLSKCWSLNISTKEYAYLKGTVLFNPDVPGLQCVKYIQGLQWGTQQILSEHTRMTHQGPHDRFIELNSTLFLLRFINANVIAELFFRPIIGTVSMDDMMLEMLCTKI
Active calls of the source: *; i = inactive; . = no result given.

Every second line gives: SMARCA2 act	MBD2 DNA inh	hcDAF12 agonist	DAX1 inh-1	hgDAF-12 ag	ADAM17 inh	ssDAF12 agonist	PLCb3 inh	Rev-erbA mod	PLCg1 inh	DAX1 inh-2
1. CN(C(=O)COC(=O)CNC(=O)c1ccc(C(C)(C)C)cc1)c1c(N)n(Cc2ccccc2)c(=O)[nH]c1=O
 : -1	-4	-0.9	-0.4	3.1	-3	-0.6	-6	0	1	0.5
2. O=C(N/N=C/c1cccnc1)c1cc(-c2ccc(Br)cc2)nc2ccccc12
 : -1	2	1.1	-3.6	4.0	5	-0.9	-10	5	-3	1.9
3. COc1ccc(-c2ccc(N(C)C)cc2)cc1[C@H]1[C@@H]2C=CCC[C@@]2(C)C(=O)N1Cc1ccccc1
 : -1	-3	-1.2	-0.3	0.2	8	-1.3	-4	4	5	0.8
4. Cc1nc2nc(C(F)(F)F)[nH]c2nc1C
 : -3	3	-1.1	-0.4	0.6	-6	-0.6	3	-5	1	0.8
5. CCCNC(=O)COC(=O)c1cc2c(=O)n3ccccc3nc2s1
 : -1	9	4.7	0.2	5.9	-345	-0.5	-351	3	-293	1.1
6. OC(c1cccc(Cl)c1)c1nc(-c2csc3ccccc23)cs1 (stereo not drawn)
 : -5	3	0.3	-1.3	2.3	2	-1.8	0	-3	3	.
7. O=C(COC(=O)C1=Cc2ccccc2OC1)NCc1ccco1
 : -1	3	0.0	-0.6	-1.5	-39	-1.0	-149	5	-125	-0.5
8. CCc1ccc(C(=O)CN2C(=O)NC(C)(c3ccc(C)cc3)C2=O)cc1 (stereo not drawn)
 : 9.1*	2	-1.6	0.0	2.5	1	0.0	3	-2	2	2.0
9. O=C(/C=C/c1ccccn1)c1ccc(Br)cc1O
 : 1	1	-3.0	-0.1	3.2	-5	-1.1	-11	-1	-9	-0.4
10. COc1ccc(CN(C(=O)c2nsc(Cl)c2Cl)C(C(=O)NC2CCCCC2)c2ccc(OC)cc2)cc1 (stereo not drawn)
 : 2	-3	-2.1	-0.2	-2.0	8.8*	-1.1	6	-3	6	-1.5
11. CC(=O)NC1(c2ccc(F)cc2)CCN(C(=O)Nc2ccc(F)cc2F)CC1
 : -2	3	-1.0	0.6	-0.6	-1	-0.8	0	3	2	0.3
12. CCC(C)n1c(SCC(=O)Nc2cc(C(C)(C)C)nn2-c2ccccc2)nc2ccccc2c1=O (stereo not drawn)
 : -3	-1	-1.2	-0.5	-0.2	-3	-1.1	-2	1	7	-0.7
13. CC(C)Nc1nc(Nc2ccc(C#N)cc2)c2sccc2n1
 : -2	3	-2.8	-4.2	-4.5	-30	-1.8	-94	5	-66	.
14. COc1cc(/C=C2\C(=O)N(C)C(=S)N2C)ccc1O
 : 4	-7	-1.6	-0.3	0.9	3	-1.5	-4	8	-4	0.0
15. Cn1c(=O)c2c(ncn2CC(=O)OCC(=O)Nc2ccc(F)cc2Cl)n(C)c1=O
 : -4	5	-1.7	0.1	2.8	-4	-1.0	1	-3	0	1.1
16. c1ccc(OCCNc2ccn3nc(-c4ccccc4)cc3n2)cc1
 : -2	4	0.6	-1.0	9.5	-32	-0.7	-101	-2	-72	.
17. CC1CCN(S(=O)(=O)c2ccc(C(=O)NNC(=O)C3CC3)cc2)CC1
 : 2	1	-1.4	1.2	-1.6	-4	-0.9	-3	-2	1	0.3
18. COc1cccc(CNC(=O)C2CCC(CNS(=O)(=O)c3cccc4cccnc34)CC2)c1OC (stereo not drawn)
 : -1	-1	0.4	0.0	-1.6	-2	-0.5	-2	2	-5	.
19. O=[N+]([O-])c1ccc(N/N=C/c2cccc(O)c2)cc1
 : 5	10	1.2	0.4	8.8	8	-0.4	-83	5	-51	1.0
20. Cc1nc(C(F)(F)F)ccc1C(=O)N1CCC1(C)C(=O)Nc1ccc2c(c1)OCO2 (stereo not drawn)
 : -2	1	-0.6	-0.7	-3.8	-3	-1.0	2	-5	2	.
21. Cc1ccc(C(=O)/C=C/c2cc(C#N)n(C)c2C)cc1
 : -1	-2	0.3	-0.6	1.4	-8	-1.0	-31	4	-23	0.5
22. O=C(NCCCN1CCOCC1)C1COc2ccccc2O1 (stereo not drawn)
 : -1	4	2.6	-0.2	6.2	-7	-0.7	1	0	0	0.0
23. CCc1nn(CCCC(=O)N2CCc3ccccc3C2)c(=O)c2cc3occc3n12
 : -2	-2	-1.4	0.4	-1.1	-1	-1.4	-2	-3	-3	-0.2
24. CCCC[C@@H]1Cc2[nH][nH]c(=O)c2[C@H](c2ccc3ccccc3c2)O1
 : 3	-2	-1.7	0.5	-0.8	6	-1.3	1	-2	3	.
25. CC(C)(C)n1nnnc1CN1CCC(NC(=O)NC2CCCCC2)CC1
 : -2	2	-1.1	0.0	-0.7	-1	-0.8	1	1	3	-0.9
26. CCOc1ccc(S(=O)(=O)N2CCC(C(=O)NCc3ccncc3)CC2)cc1Cl
 : -1	2	3.9	-0.2	0.7	1	-0.7	-1	0	3	-0.3
27. O=C(c1ccc(CSc2ccc(Cl)cc2)cc1)N1CCCC1
 : -2	1	0.1	-0.3	4.0	1	-0.6	-1	2	2	-0.2
28. NNC(=O)c1ccc(COc2cccc3ccccc23)o1
 : 0	-3	0.4	0.2	0.3	1	-0.7	-15	4	-11	3.9
29. CC(C)CCNC(=O)CCc1nnc(Cc2c[nH]c3ccccc23)o1
 : 0	5	2.6	-0.1	-0.8	0	0.3	2	0	-1	1.1
30. COc1ccc(CN2CCOCCOCCOCCOCCOCC2)cc1
 : -2	1	-0.9	0.5	-1.0	-2	-1.0	-17	0	-1	0.1
31. CCOC(=O)[C@@H]1[C@H]2COc3ccc(Br)cc3[C@@H]2N2C(=O)N(c3ccc(Br)cc3)C(=O)[C@@]12C
 : 0	-3	-0.3	0.5	-0.8	0	-0.8	3	-4	-1	1.2
32. COc1ccc(OC)c(S(=O)(=O)Nc2ccc(-c3ccc4nncn4n3)cc2)c1
 : -3	-3	-1.4	-0.5	-1.1	-2	-1.5	-29	4	-26	2.4
33. CC(C)(C)NS(=O)(=O)c1ccc(OCC(=O)NCC2CCCO2)cc1 (stereo not drawn)
 : -1	6	0.7	0.0	-1.0	-2	-1.0	-7	-3	3	-0.3
34. NS(=O)(=O)c1ccc(CCNCc2cccs2)cc1
 : 0	-1	0.6	0.1	0.9	-2	-0.9	1	-2	1	2.6
35. O=C1CC(=O)N(CCc2ccccc2)C(=O)N1CCc1ccccc1
 : -3	-1	0.8	-0.3	1.5	13*	-1.1	-2	1	3	0.3
36. CCOc1cc(NC(=O)Nc2ccc(F)cc2)c(OCC)cc1NC(=O)CC
 : -1	0	-0.4	0.2	-1.1	0	-0.8	-1	0	5	0.0
37. Cc1ccc(SC(C)C(=O)Nc2ncn[nH]2)cc1 (stereo not drawn)
 : 1	-7	-0.5	-0.4	0.3	1	-0.7	0	3	-1	0.2
38. O=C(CN1CCN(c2ncccn2)CC1)NCc1ccc2c(c1)OCO2
 : -2	-3	-2.3	-0.9	3.4	1	-1.6	-2	-6	2	0.9
39. O=C(NNc1ccccc1)OCc1ccccc1
 : 0	-2	1.9	0.9	2.8	-4	-1.2	0	-8	-1	-0.6
40. Cc1ccc(NNC(N)=S)cc1Cl
 : 0	1	1.3	-1.3	1.7	0	-1.5	-8	1	-1	-1.2
41. Cc1ccc(O)c(NC(=O)C2CC(c3ccc(F)cc3)=NO2)c1 (stereo not drawn)
 : -4	1	-0.8	-0.2	2.7	3	-2.0	-2	1	0	-0.3
42. OC(CNC1CCCc2ccccc21)COc1c(Cl)cccc1Cl (stereo not drawn)
 : -3	2	-2.1	-1.2	-3.5	-1	-2.2	3	8	2	-0.2
43. CC(C)[C@@H]1C=C(C(=O)O)O[C@H](OCCCCO)C1
 : 1	-3	-1.1	0.0	-0.9	2	-0.9	-2	-2	-1	1.4
44. CC(=O)Nc1cccc(NC(=O)CSc2nc(=O)n(CCN3CCOCC3)c3c2CCCC3)c1
 : 4	-3	-1.4	0.9	-1.1	1	-0.5	1	2	3	2.3
45. CC/C(O)=C1\C(=O)CC(c2ccccc2)CC1=NCCC(=O)O (stereo not drawn)
 : -3	1	0.4	0.0	0.1	0	-0.3	3	-5	1	-0.8
46. COC(=O)C[C@H]1CC[C@H](NC(=O)Nc2ccccc2F)[C@@H](CO)O1
 : -2	3	-0.3	0.6	0.5	-6	0.3	-1	-1	0	.
47. COc1cc(CN2C[C@@H](CO)O[C@@H](n3cnc4c(NCc5ccco5)ncnc43)C2)cc(OC)c1OC
 : -3	0	-0.8	-0.2	-0.1	-5	-0.9	-3	-6	-3	.
48. CN1CC(c2ccccc2)C2(COc3ccccc3C2=O)C12C(=O)Nc1ccccc12 (stereo not drawn)
 : 0	-2	2.1	-0.3	-1.6	7	-1.0	4	4	1	-0.7
49. O=C(c1c[nH]c(C(=O)N2CCN(Cc3ccccc3)CC2)c1)C1CCCCC1
 : 0	3	0.0	-0.6	-0.6	-3	-1.4	2	5	-1	1.9
50. O=C(O)c1ccc2nc(-c3ccccc3)sc2c1
 : 3	2	1.8	1.7	-2.8	-2	-0.2	-2	1	0	-4.5
51. O=C(Nc1ccc2c(c1)OCCO2)NC1(C(F)(F)F)Oc2ccccc2O1
 : -5	-5	-7.3	-3.3	-16	2	-2.7	-7	-6	0	-1.8
52. O=C(NC1CCCc2ccccc21)N[C@@H](Cc1ccccc1)C(=O)O (stereo partly drawn)
 : -1	0	2.3	0.1	-1.6	-1	-0.9	4	5	4	0.0
53. Cc1ccc(CNCCNCCO)s1
 : 0	12	-1.8	-0.3	-0.3	-2	-1.0	-4	3	0	-0.2
54. O=C(NCCCN1CCOCC1)c1cnn2c(-c3ccccc3)cc(-c3ccccc3)nc12
 : 6	5	-4.0	-2.2	-2.1	-185	-2.3	i	1	i	-2.0
55. CCCN1CCC(=O)N(CCN=[N+]=[N-])CC1
 : 0	-6	-1.1	-0.1	-0.9	-2	-0.8	4	3	0	3.2
56. O=C1/C(=C/c2ccccc2F)SC(=S)N1CC(=O)N1CCCCC1c1cccnc1 (stereo not drawn)
 : 0	3	-1.8	-1.5	-0.3	1	-1.0	0	2	2	0.0
57. Fc1ccc(Cn2c(-c3cscn3)nc3ccccc32)c(Cl)c1
 : 0	3	-1.8	-0.1	1.1	-1	-1.1	5	16	3	-0.9
58. CCCCCNC(=O)Cc1ccc(S(=O)(=O)N2CCOCC2)s1
 : -3	-2	0.0	1.6	-1.2	-3	-0.5	-16	2	-11	-1.7
59. COc1ccc(OC)c(N(CC(N)=O)S(=O)(=O)c2ccc(OC)c(OC)c2)c1
 : 1	1	-0.1	0.3	2.4	-4	-1.2	-1	2	0	-0.1
60. COCCCNC(=O)C1CCCCN1S(=O)(=O)c1ccc(F)cc1 (stereo not drawn)
 : 1	-5	-0.7	0.2	-0.6	-1	-1.8	1	1	3	1.1
61. Cc1ccc(-c2c3c(nc4sc(C(N)=O)c(N)c24)CCCC3)o1
 : -4	-5	-2.6	-0.2	-4.5	-2	-1.4	-102	8	-88	-0.6

Screening results deposited in PubChem BioAssay by several laboratories.
